From PubChem BioAssay
SENP8 block-1: inhibitors of human SENP8 protease | Q96LD8 | purified SENP8, Z-RLRGG-aminoluciferin cleavage, luminescence | inhibition, % at 10 µM | actives 1.2% (n = 330,000) | AID 2540; in the data active means inhibition above about 50%
SENP8 block-2: inhibitors of human SENP8 protease; AID 602440; actives 0.64% (n = 360,000); recombinant SENP8, Nedd8 substrate fluorescence; inhibition, % at 20 µM; Q96LD8; in the data active means inhibition mostly above about 40%, no sharp cut-off; inactive means mostly below about 27%
UBC13 polyUb: human UBC13 polyubiquitination inhibition; AID 485273; P61088; inhibition, % at 20 µM; UBC13 polyubiquitin chain formation, TR-FRET; actives 0.47% (n = 330,000); in the data active means inhibition above about 45%, passing the limit was not always enough
Target sequence (P61088 whole entry, looked up): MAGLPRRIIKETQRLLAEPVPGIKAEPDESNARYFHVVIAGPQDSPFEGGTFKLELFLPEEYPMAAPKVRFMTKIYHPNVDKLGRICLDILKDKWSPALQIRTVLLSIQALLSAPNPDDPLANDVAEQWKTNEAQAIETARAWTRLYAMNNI
HKDC1 inhibitor: blocks human hexokinase HKDC1 activity | Q2TB90 | recombinant HKDC1, G6PDH/diaphorase resazurin coupled fluorescence | inhibition, % at 20 µM | actives 0.16% (n = 340,000) | AID 493160;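 active means inhibition above about 35% when tested at 20 µM, limit read from the data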;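 further: plate controls were DMSO wells with enzyme for no effect and DMSO wells lacking enzyme for full effect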
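Assay system: in-house recombinant HK5 (HKDC1) enzyme. Input: HKDC1 at 5 µg/mL. Medium: Tris pH 8.0 buffer with MgCl2, Tween-20, BSA, BME. Dosing: single 20 µM dose. Schedule: 90 min reaction incubation at room temperature, dark. Signal: resazurin-to-resorufin fluorescence via G6PDH and diaphorase coupling, 525/613 nm. Controls: DMSO-enzyme wells negative, buffer-substituted wells positive.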
PfGluPho inh: PfG6PD (Plasmodium falciparum) enzyme inhibition; PfGluPho enzyme, NADPH resazurin-diaphorase fluorescence; inhibition, % at 20 µM; actives 0.78% (n = 350,000);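 active means inhibition reaching at least a set limit at 20 µM in the primary screen, cut at about 59% in these data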;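 further: 0% = DMSO wells with substrate and 100% = DMSO wells lacking glucose-6-phosphate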
MIN6 prolif: MIN6 beta-cell proliferation induction; MIN6 cells proliferation, ATPlite luminescence, 48 h; cells starved in 0.2% serum; 100% = growth in 10% serum; actives 0.29% (n = 330,000); proliferation, % at 10 µM;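 active means compounds whose signal lies at least 3.5 SD above the mean of all wells on their plate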;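 further: 0% = DMSO-treated cells in low-serum medium and 100% = 10% serum control; some compounds called inactive have numbers as strong as hits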
SENP7 block: inhibitors of human SENP7 protease. recombinant SENP7, Z-RLRGG-aminoluciferin luminescence, 40 min. inhibition, % at 5 µM. actives 1.5% (n = 330,000). AID 434973;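 active means inhibition above about 50% at the single test dose, limit read from the data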;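 further: plate controls were DMSO with enzyme for no effect and no enzyme buffer wells for full effect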
SENP6 inh: inhibitors of human SENP6 protease; Q9GZR1; Recombinant SENP6 catalytic domain, aminoluciferin luminescence; inhibition, % at 10 µM; actives 1.8% (n = 330,000);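 active means inhibition above about 50% at the single tested dose, limit read from the data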;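 further: plate controls were DMSO wells with enzyme for no effect and DMSO wells lacking enzyme for full effect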
Target sequence (Q9GZR1 628-1112 limits assumed): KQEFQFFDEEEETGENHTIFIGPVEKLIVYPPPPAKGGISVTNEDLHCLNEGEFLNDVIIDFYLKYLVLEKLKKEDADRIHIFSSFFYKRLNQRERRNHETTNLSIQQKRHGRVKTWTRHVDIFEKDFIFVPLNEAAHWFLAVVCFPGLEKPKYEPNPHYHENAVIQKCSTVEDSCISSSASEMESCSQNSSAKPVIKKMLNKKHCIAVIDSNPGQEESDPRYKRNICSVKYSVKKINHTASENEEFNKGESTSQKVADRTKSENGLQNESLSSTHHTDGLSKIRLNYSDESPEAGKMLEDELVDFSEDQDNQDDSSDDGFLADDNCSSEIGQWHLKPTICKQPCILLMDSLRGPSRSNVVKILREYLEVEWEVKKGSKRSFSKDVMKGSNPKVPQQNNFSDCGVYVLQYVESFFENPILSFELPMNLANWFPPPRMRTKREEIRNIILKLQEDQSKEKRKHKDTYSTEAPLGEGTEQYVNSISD
SENP1 inh: blocks the human SENP1 SUMO protease catalytic domain. Q9P0U3. recombinant SENP1 catalytic domain, CyPet-SUMO1-YPet FRET cleavage. inhibition, % at 10 µM. actives 0.21% (n = 360,000);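 active means inhibition at least 30% at 10 µM, raw YFP signal under a set limit, fluorescence ratio 0.5 to 1.5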;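 further: 0% = enzyme with DMSO and 100% = no enzyme wells; some results filed as inactive read as strong as hits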
Target sequence (Q9P0U3 419-644 limits assumed): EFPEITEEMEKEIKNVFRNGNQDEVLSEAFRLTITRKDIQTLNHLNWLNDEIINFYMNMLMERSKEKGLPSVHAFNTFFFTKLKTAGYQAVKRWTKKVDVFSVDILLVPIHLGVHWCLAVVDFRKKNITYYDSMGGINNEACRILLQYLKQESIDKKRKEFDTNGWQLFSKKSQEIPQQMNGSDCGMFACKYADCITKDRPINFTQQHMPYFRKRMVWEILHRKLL
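Compound: 10 µM single point, 0.5% DMSO; Test system: hSENP1 catalytic domain, recombinant; Timing: 50 min reaction at room temperature; Technique: FRET, CFP and YFP emission; Control set: no-enzyme wells low, DMSO-plus-enzyme wells high control.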
Starred values were filed as active, the others as inactive; / = not tested or not shown.

SMILES	SENP8 block-1	SENP8 block-2	UBC13 polyUb	HKDC1 inhibitor	PfGluPho inh	MIN6 prolif	SENP7 block	SENP6 inh	SENP1 inh
CC(=O)OC(C(=O)n1nc(C)cc1C)c1ccccc1 (stereo not given)	2	4	9	0	6	-1	3	-4	1
CCCCCN(C(=O)CCC(=O)OCc1ccccc1C)c1c(N)n(CCCC)c(=O)[nH]c1=O	-6	-8	-6	-1	-21	-3	-13	-15	3
COc1ccc2c(c1)c1ncn(CCN3CCNCC3)c(=O)c1n2C	6	-285	20	-3	9	-2	7	20	-2
Cc1cc(-c2ccc(Br)s2)nc(-n2cccc2)n1	/	-464	/	2	6	/	/	/	-46
CC(=O)CCc1ccc(OC(=O)c2cccnc2)cc1	1	11	2	-6	5	-2	2	-4	0
CC[n+]1ccc(/C=C2\Sc3ccccc3N2CCCS(=O)(=O)[O-])c2ccccc21	2	7	-119	-3	-2	2	-3	-22	2
O=C(NCC(=O)N(Cc1ccccc1)C(C(=O)NC1CCCC1)c1ccncc1)c1ccco1 (stereo not given)	4	2	4	-1	3	-2	4	-10	-2
c1ccc(-c2cnnc(N3CCCCC3)n2)cc1	0	27	2	-1	-8	1	4	-4	0
CC(OC(=O)C1CCCCC1)c1nc2ccccc2[nH]1 (stereo not given)	-15	15	-15	-3	-6	0	-4	-15	1
Cn1c(SCc2ccc(Cl)cc2)nnc1-c1ccc2nonc2c1	0	-180	2	5	7	-1	-1	-1	1
Cc1nc2ncnn2c(C)c1Cc1ccc(Cl)cc1	0	10	0	0	11	0	-8	0	0
CCc1ccccc1NC(=S)N(CCCN1CCOCC1)Cc1ccccn1	1	16	-2	9	4	0	6	8	2
O=C(O)CCn1c(-c2ccccn2)nc2ccccc21	-10	-60	-5	0	-10	-2	11	-2	-8
CCOC(=O)c1c(NC(C)=O)sc2c(OCCN(CC)CC)c(Br)ccc12	3	-35	30	5	12	-7	-10	-23	-1
CCN1CCN(C(=S)Nc2ccc3nc(N4CCN(CC)CC4)cc(C)c3c2)CC1	-4	-241	8	2	2	0	-2	-1	-27
Cc1c(C(=O)OC2CCCCC2)[nH]c2c1C(=O)CC(C)(C)C2	5	13	4	-1	11	-3	3	-4	3
O=C(CCCCC(=O)NCCc1ccccc1)NCCc1ccccc1	-3	7	-3	-7	1	-3	-8	15	2
COc1cccc(C(=O)COC(=O)CCCC(=O)NC2CCCCC2)c1	-11	2	-1	-2	-3	-2	0	-3	2
COc1c(C)cc(Br)cc1C(=O)Nc1ccccc1N1CCN(C(=O)c2ccccc2)CC1	3	3	9	-5	7	-7	-5	-10	4
Cc1ccc(S(=O)(=O)/N=C(\Nc2cccc(C)c2)Nc2nc(C)cc(C)n2)cc1	4	9	3	-15	-10	-1	3	-4	1
CSc1nc2ccc(S(=O)(=O)NC3CCCCC3)cc2s1	-5	14	1	9	-8	-3	-10	-10	0
COC(=O)C=C1CCC2C3CC(F)C4(O)CC(=O)CCC4(C)C3C(=O)CC12C (stereo not given)	/	13	/	-4	0	/	/	/	1
S=C1SCN(Cc2ccco2)CN1Cc1ccco1	-6	0	1	2	10	-2	9	-4	-3
O=c1cc(CSc2ccc(Cl)cc2)nc(-c2ccncc2)[nH]1	9	11	-6	-2	-15	-1	6	-4	2
COc1ccc(OC)c(N(CC(=O)Nc2ccccc2)S(=O)(=O)c2ccccc2)c1	-9	27	-4	0	8	-2	2	-12	2
CCOC(=O)c1cc2sc(C)cc2n1CC(=O)N1CCc2ccccc21	0	8	2	-7	1	0	1	0	1
CCC(=O)N1CCCn2c1nc1ccccc12	1	10	1	-3	-11	0	1	-11	1
O=C(COC(=O)C1C2CC3OC(=O)C1C3C2)Nc1ccc(Br)cc1 (stereo not given)	-1	8	0	1	-8	0	-1	-10	-1
COc1ccc(C(=O)NC(=S)Nc2ccc(N3CCN(C(C)=O)CC3)cc2)cc1[N+](=O)[O-]	-2	30	2	-4	10	0	5	-1	0
COc1cc(OC)c(C(=O)OCCCOC(=O)c2cc(OC)c(OC)cc2OC)cc1OC	9	-11	-1	-4	-8	0	6	6	-1
Cc1cc(C(=O)N2CCN(C(=O)C3CCCO3)CC2)no1 (stereo not given)	-5	21	6	0	-7	-1	1	-14	0
COc1ccc(Cl)c(Cn2c(NCc3ccco3)nc3c2c(=O)n(C)c(=O)n3C)c1	0	14	-2	6	-10	-4	11	-11	-27
COc1ccc2c(c1)CC(C1(O)C(=O)Nc3ccccc31)C2=O (stereo not given)	-1	-9	1	4	-4	2	-1	-2	-1
CCC(C)NC(=S)Nc1ccccc1 (stereo not given)	7	14	6	-2	3	2	4	-8	2
O=C(Nc1ccccc1CC[N+](=O)[O-])N1CCN(c2ccccc2)CC1	-6	14	5	-9	-6	-3	3	6	2
Cc1ccc(OC(C)C(=O)Nc2ccc(S(=O)(=O)Nc3nccs3)cc2)cc1 (stereo not given)	2	2	-5	-6	-18	1	-2	5	1
Cc1cccc(-c2nc(CSc3nc4c(c(=O)[nH]3)CCC4)c(C)o2)c1	-2	6	-9	9	-25	-3	2	-5	-4
COC(=O)[C@@H](NC(=O)O[C@@H]1C(=O)c2cc(Br)ccc2O[C@H]1c1cccc(OC)c1)C(C)C	1	/	20	/	/	2	-1	7	/
CCOc1ccccc1CNC(=O)c1ccc(NC(=O)C2=CSCCO2)cc1	2	-8	4	0	-16	-1	7	7	0
COc1ccc(C(=O)NNC(=O)c2cccs2)cc1S(=O)(=O)N1CCOCC1	-10	-30	-7	2	-29	1	6	-19	1
O=C(Nc1ccccc1C(F)(F)F)C1CCCC1	5	5	5	-3	-5	1	-2	23	0
COc1ccc(-c2ncncc2-c2csc(C)n2)c(O)c1	4	5	-1	-6	-21	5	3	0	2
O=C(CCNC(=O)N1CC(=O)Nc2ccccc21)NCCc1cccc(F)c1	-13	-18	3	-5	-21	1	-10	-20	0
COc1ccc(N2CCCC2)c(NC(=O)c2ccc([N+](=O)[O-])o2)c1	4	28	-7	4	38	-2	16	8	-24
CCOC(=O)c1[nH]c(C)c(CN(CCc2ccccc2)S(C)(=O)=O)c1C	-5	-10	7	-3	0	1	-7	-17	3
O=C(COc1ccc2ccc(=O)oc2c1)NCCc1c[nH]c2ccc(F)cc12	-4	-26	2	-5	-3	-5	-8	0	0
CCCCn1c(=O)[nH]c(=O)c2c1nc(-c1ccc([N+](=O)[O-])cc1)n2CC	-2	-12	5	1	-11	0	9	1	4
Cc1ccc(/C=[N+](/C)[O-])cc1	-7	17	1	-8	0	-3	-8	-11	2
NC(=O)c1nsc(C(=O)N(c2ccccc2)C(C(=O)NCc2ccc(F)cc2)c2ccco2)c1N (stereo not given)	-11	-303	34	-7	1	-1	-9	-32	-24
CC(O)[C@H]1CNC(=O)C(=O)N1CCc1cccc2ccccc12 (stereo not given in full)	-4	11	3	-2	-1	0	-1	0	1
COc1cccc(NC(=O)CN(C)C(=O)CN2C(=O)NC(C)(c3ccc4ccccc4c3)C2=O)c1 (stereo not given)	-13	-1	0	-2	9	-6	10	-15	-16
CCOc1ccccc1C1NC(=O)CCC1[N+](=O)[O-] (stereo not given)	-3	6	-3	-7	-10	-1	1	-17	-2
Cc1noc(C)c1C(=O)NCC(=O)Nc1ccccc1Br	-6	3	10	-2	-4	0	9	-2	0

In the list so far, these have an NH in an aromatic ring:
SMILES	SENP8 block-1	SENP8 block-2	UBC13 polyUb	HKDC1 inhibitor	PfGluPho inh	MIN6 prolif	SENP7 block	SENP6 inh	SENP1 inh
CCCCCN(C(=O)CCC(=O)OCc1ccccc1C)c1c(N)n(CCCC)c(=O)[nH]c1=O	-6	-8	-6	-1	-21	-3	-13	-15	3
CC(OC(=O)C1CCCCC1)c1nc2ccccc2[nH]1 (stereo not given)	-15	15	-15	-3	-6	0	-4	-15	1
Cc1c(C(=O)OC2CCCCC2)[nH]c2c1C(=O)CC(C)(C)C2	5	13	4	-1	11	-3	3	-4	3
O=c1cc(CSc2ccc(Cl)cc2)nc(-c2ccncc2)[nH]1	9	11	-6	-2	-15	-1	6	-4	2
Cc1cccc(-c2nc(CSc3nc4c(c(=O)[nH]3)CCC4)c(C)o2)c1	-2	6	-9	9	-25	-3	2	-5	-4
CCOC(=O)c1[nH]c(C)c(CN(CCc2ccccc2)S(C)(=O)=O)c1C	-5	-10	7	-3	0	1	-7	-17	3
O=C(COc1ccc2ccc(=O)oc2c1)NCCc1c[nH]c2ccc(F)cc12	-4	-26	2	-5	-3	-5	-8	0	0
CCCCn1c(=O)[nH]c(=O)c2c1nc(-c1ccc([N+](=O)[O-])cc1)n2CC	-2	-12	5	1	-11	0	9	1	4
